MazEF act = activators of E. coli MazEF toxin-antitoxin RNase, primary screen, biochemical, fluorescence, uHTS. FAM/BHQ RNA-DNA oligo cleavage fluorescence, 5 h. activation, % at 20 µM. actives 0.32% (n = 350,000). AID 504720, 2011; in the data active = activation above about 50%
Target sequence (P0AE70 whole entry, looked up): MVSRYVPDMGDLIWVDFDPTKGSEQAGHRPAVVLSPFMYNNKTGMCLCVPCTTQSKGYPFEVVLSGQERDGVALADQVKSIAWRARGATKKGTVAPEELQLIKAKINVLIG
UGM FP inh = M. tuberculosis UGM enzyme inhibitors, primary screen, biochemical, fluorescence polarization, single point; UDP-galactopyranose mutase (Mycobacterium tuberculosis (strain ATCC 25618 / H37Rv)), …; inhibition, % at 10 µM; AID 504406, 2011; actives 0.06% (n = 320,000); purified UGM, fluorescence polarization probe displacement; in the data active = inhibition above about 10%, passing the limit was not always enough; inconclusive = no clear call, values can overlap the other calls
Target sequence (P9WIQ1 whole entry, looked up): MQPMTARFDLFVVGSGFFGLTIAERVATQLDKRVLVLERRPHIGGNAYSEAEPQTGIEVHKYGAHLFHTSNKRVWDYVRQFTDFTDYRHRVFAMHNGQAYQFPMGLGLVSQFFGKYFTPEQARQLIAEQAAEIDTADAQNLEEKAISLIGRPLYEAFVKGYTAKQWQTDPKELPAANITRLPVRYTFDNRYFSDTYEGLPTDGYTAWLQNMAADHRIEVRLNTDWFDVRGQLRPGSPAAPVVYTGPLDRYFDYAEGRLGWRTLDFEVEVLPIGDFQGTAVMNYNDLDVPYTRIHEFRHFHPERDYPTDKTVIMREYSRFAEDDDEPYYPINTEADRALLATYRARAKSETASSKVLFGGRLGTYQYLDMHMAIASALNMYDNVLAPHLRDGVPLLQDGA
Rv3671c protease = Rv3671c serine protease inhibitors, primary screen, biochemical, fluorescence polarization, M. tuberculosis H37Rv; inhibition, % at 5.96 µM; P9WHR9; actives 0.048% (n = 320,000); in the data active = inhibition above about 38%;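 also: extracellular domain of Rv3671c used as enzyme; 0% = enzyme with DMSO and 100% = no enzyme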
Target sequence (P9WHR9 whole entry, looked up, the tested form may be a part): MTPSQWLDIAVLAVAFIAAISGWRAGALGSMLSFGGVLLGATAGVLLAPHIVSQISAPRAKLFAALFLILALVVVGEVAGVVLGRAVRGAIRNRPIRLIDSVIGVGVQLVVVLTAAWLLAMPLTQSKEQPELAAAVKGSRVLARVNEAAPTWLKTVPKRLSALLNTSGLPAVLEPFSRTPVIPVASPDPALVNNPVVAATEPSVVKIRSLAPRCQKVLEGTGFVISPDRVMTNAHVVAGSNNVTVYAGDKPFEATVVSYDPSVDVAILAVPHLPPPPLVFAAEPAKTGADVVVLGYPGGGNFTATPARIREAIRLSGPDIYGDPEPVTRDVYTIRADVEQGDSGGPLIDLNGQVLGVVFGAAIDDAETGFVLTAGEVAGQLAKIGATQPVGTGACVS
Mtb FBA inh = Mtb FBA enzyme inhibitors, primary screen, biochemical, fluorescence, strain H37Rv; Fructose-bisphosphate aldolase (Mycobacterium tuberculosis (strain ATCC 25618 / H37Rv)), …; purified M. tuberculosis FBA, fluorescence read-out; inhibition, % at 1 µM; actives 2.3% (n = 360,000); in the data active = inhibition above about 27%;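 also: 0% = vehicle and 100% = reference inhibitor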
PrPC surface inh = inhibitors of human cell surface prion protein PrPC, primary screen, cell-based, TR-FRET | actives 0.43% (n = 370,000) | TR-FRET read-out | Major prion protein (Homo sapiens), P04156 | inhibition, % at 13.8 µM | AID 720596, 2013; in the data active = inhibition above about 24%; also: 0% = median of the test wells and 100% = reference compound wells
FadD28 binding = inhibitors of FadD28 bisubstrate probe binding, primary screen, biochemical, fluorescence polarization, single point; Mycobacterium tuberculosis FadD28 fatty-acid-AMP ligase; inhibition, % at 12.5 µM; actives 0.22% (n = 360,000); AID 588549, 2011; in the data active = inhibition above about 8.5%, passing the limit was not always enough; inconclusive = no clear call, values can overlap the other calls
BioA inh = M. tuberculosis BioA enzyme inhibitors, primary screen, biochemical, plate reader, single point, HTS; purified M. tuberculosis BioA enzyme; inhibition, % at 9.99 µM; actives 0.096% (n = 360,000); in the data active = inhibition above about 40%; inconclusive = no clear call, values can overlap the other calls
GDH-TPI counter = GDH-TPI coupling enzyme inhibitors, primary screen, artefact control for M. tuberculosis FBA inhibitor project, biochemical, absorbance, full deck. GDH-TPI coupled enzyme counterscreen, NADH absorbance. inhibition, % at 4.8 µM. actives 1.2% (n = 360,000); in the data active = inhibition above about 30%;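 also: 0% = DMSO wells and 100% = wells lacking the enzyme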
BoNT F protease = BoNT/F light chain protease inhibitors, primary screen, biochemical, flow cytometry, MLPCN library. actives 0.22% (n = 360,000). inhibition, % at 10 µM. Botulinum neurotoxin type F light chain protease (Clostridium botulinum). AID 588497, 2011. Multiplex microsphere protease cleavage assay; in the data active = inhibition above about 35%, passing the limit was not always enough; inconclusive = no clear call, values can overlap the other calls; also: plate controls were buffer without enzyme for full effect and enzyme alone for no effect
* = called active by the depositor; ? = inconclusive; . = no result given. Rows were taken by chance, and some 4.8% of all compounds hit somewhere here.

Order of values – MazEF act | UGM FP inh | Rv3671c protease | Mtb FBA inh | PrPC surface inh | FadD28 binding | BioA inh | GDH-TPI counter | BoNT F protease
O=C(NCc1ccccc1)C(c1ccccc1F)N(CC1CCCO1)C(=O)c1ccccn1 (stereo unspecified)
→ 5 | 0.4 | -9 | -5 | -2 | -0.6 | -0.1 | -4 | -8
CO/N=C(/CS(=O)(=O)c1ccc(C)cc1)c1ccc(OC)cc1
→ -4 | -1.4 | -3 | 4 | 10 | -1.1 | -2.2 | -7 | 3
CCCNC(=O)C1(C)CCN(Cc2ccc(C(=O)OCC)cc2)C1 (stereo unspecified)
→ . | . | . | -1 | 2 | -3.7 | -1.1 | -4 | 2
COc1ccc(Cc2nnc(SCC(=O)N(c3ccccc3)C(C)C)n(N)c2=O)cc1
→ -3 | -0.1 | 5 | -2 | 4 | -0.9 | 0.2 | -2 | 13
COC(=O)c1c(NC(=O)CSc2nnc(CNc3ccc(Cl)cc3)o2)sc(C)c1C
→ -6 | 1.3 | -14 | 1 | 2 | -1.0 | 0.3 | 2 | -1
COc1cc(C(=O)N/C(=C\c2cn(C)c3ccccc23)C(=O)NCCN2CCOCC2)cc(OC)c1OC
→ 8 | 2.8 | -5 | -2 | -8 | 2.3 | -0.1 | 41* | 9
CCOC(=O)C1CCCN(C(=O)C2COc3ccccc3O2)C1 (stereo unspecified)
→ 4 | . | . | 2 | -2 | -1.9 | 1.2 | 4 | 4
Cc1ccc2nc(NC(=O)CN3C(=O)NC4(CCCCC4)C3=O)sc2c1
→ -7 | -0.4 | 1 | 4 | 9 | -0.5 | -0.8 | -5 | .
O=C(Nc1ccc(Cl)c(C(=O)N2CCOCC2)c1)c1ccccc1
→ 12 | 0.5 | -13 | 0 | 4 | -3.6 | 0.7 | -7 | 2
COc1ccc2nc(Nc3sc4c(c3C(N)=O)CCCC4)sc2c1
→ 14 | 0.7 | 8 | 0 | 11 | -2.5 | . | 5 | -7
O=C(CCc1nc2ccccc2c(=O)[nH]1)NNC(=O)COc1ccc(Br)cc1
→ -4 | 3.3 | -1 | 4 | 5 | -2.5 | . | 11 | 1
O=C(CN(C(=O)CCC(=O)Nc1nccs1)c1ccc(F)cc1)NCc1ccco1
→ 6 | 3.1 | 1 | 3 | -2 | 0.6 | -0.8 | 4 | 14
COc1cc(NC(=O)CN2CCCCC2C)c(C)cc1[N+](=O)[O-] (stereo unspecified)
→ 5 | 0.0 | -7 | 0 | 6 | -3.5 | . | 14 | 0
COc1ccc(CCNC(=O)c2ccc3c(c2)OCCO3)cc1
→ -8 | -0.8 | 5 | 2 | 4 | 1.2 | . | 6 | -2
CCCNc1c(N)n(-c2ccccc2)c(=O)[nH]c1=O
→ -8 | 1.6 | -8 | 7 | -6 | -2.6 | -0.2 | -4 | 8
CCOc1ccc(CCNC(=O)COC(=O)CNS(=O)(=O)c2ccc(C)cc2)cc1OCC
→ -1 | -0.3 | 3 | 1 | 2 | -1.9 | 1.3 | 7 | -15
CC(C)c1ccc(NS(=O)(=O)c2cn(C)c(=O)n(C)c2=O)cc1
→ 5 | -0.2 | -4 | 4 | 1 | -1.4 | -4.0 | 7 | 2
O=C(OCC(=O)N1CCCC1)c1c(Cl)cccc1Cl
→ 0 | 0.6 | 5 | 1 | -2 | -2.5 | 0.6 | 13 | -1
O=c1cc(N2CCCCC2)c(-c2ccccc2)nn1Cc1ccc(Cl)cc1Cl
→ -7 | -1.8 | -10 | -2 | 9 | -0.1 | -1.7 | 13 | 6
CC(C)C(=O)Nc1ccc(C(=O)NNC(=O)c2ccco2)cc1
→ 2 | 2.9 | 0 | -2 | -1 | 1.3 | . | 15 | 2
CCOc1ccc(C(=O)O/N=C(\N)c2ccc([N+](=O)[O-])cc2)cc1OCC
→ 8 | 3.7 | 0 | 3 | -14 | -0.1 | . | 5 | 2
COC(=O)C1=C(C)OC(N)=C(C#N)C1c1cccnc1 (stereo unspecified)
→ -7 | -1.1 | 3 | 2 | -5 | 1.2 | -8.6 | -4 | -7
COc1ccc(NC(=O)c2nnn(CC(=O)Nc3ccc4c(c3)OCO4)c2N)c(OC)c1
→ 4 | 1.6 | -3 | -1 | 2 | -1.9 | -1.4 | 5 | -5
O=C(NCCS(=O)(=O)N1CCN(c2ccc(F)cc2)CC1)c1ccc(Br)o1
→ 6 | 1.1 | -3 | 1 | -12 | 0.6 | -1.8 | 18 | 4
O=C(O)C(=Cc1ccccc1[N+](=O)[O-])c1ccc2c(c1)OCO2
→ 12 | . | . | -4 | 27* | 0.4 | . | 8 | -4
CCN(CC)CCN(C(=O)c1ccc(S(=O)(=O)N(C)C2CCCCC2)cc1)c1nc2c(C)cccc2s1
→ -4 | 2.3 | -7 | -2 | -7 | -4.1 | -1.4 | 4 | -8
COc1ccccc1CN1CCSCC1
→ -12 | -0.7 | 6 | 1 | 9 | 0.1 | . | 6 | 71*
O=C(O)C1CC(=O)N(c2ccc(OCc3ccc(Br)cc3)cc2)C1 (stereo unspecified)
→ 7 | -0.9 | 4 | 3 | 5 | -2.3 | 2.9 | 3 | -3
Cc1ccc(NC(=O)CCNS(=O)(=O)c2cccc3nonc23)cc1Cl
→ 7 | -2.3 | 12 | 2 | -9 | -1.0 | . | -4 | 0
CCN(CC)S(=O)(=O)c1ccc(C)c(NS(=O)(=O)c2cc(/C=C/C(=O)O)cc(OC)c2OC)c1
→ 20 | 1.1 | -10 | -1 | 0 | -4.8 | . | -6 | -2
CCCc1cc(=O)[nH]c(Nc2ccc(Cl)cc2)n1
→ 2 | -0.9 | -4 | 1 | -3 | -2.5 | . | 2 | -6
O=C(Cc1cccc2ccccc12)Nc1ccc(N2CCOCC2)cc1
→ 12 | 1.0 | 6 | -5 | 2 | -4.3 | . | -8 | -12
COc1ccc(-n2nc3c(c2NC(=O)C(C)C)CSC3)cc1
→ 6 | 1.7 | 4 | 0 | 5 | 0.9 | -0.1 | 3 | -1
C(=C\c1ccccc1)/CN1CCN(C(c2ccccc2)c2ccccc2)CC1
→ -5 | . | 5 | -3 | 7 | -2.5 | 0.3 | 0 | -6
O=C(NCC(c1ccco1)N1CCOCC1)c1cccc([N+](=O)[O-])c1 (stereo unspecified)
→ 3 | -0.3 | -4 | 0 | -25 | -1.5 | -0.8 | 7 | 1
COC(=O)C1CCN(C2CN(Cc3ccc(F)cc3)S(=O)(=O)C2)CC1 (stereo unspecified)
→ . | . | . | -1 | -2 | -3.5 | 3.3 | . | 6
CCc1cccc(CC)c1NC(=S)NCC(c1cccnc1)N1CCOCC1 (stereo unspecified)
→ 7 | -1.2 | -10 | 1 | 6 | -1.2 | 0.3 | -5 | 1
COc1ccc2c(c1)CCc1c(C(=O)N3CCCc4ccccc43)noc1-2
→ -5 | -0.5 | -4 | 0 | -7 | -1.5 | 1.9 | 6 | -6
Cc1ccc(NC(=O)c2nc[nH]c2C(=O)N[C@@H](C)c2ccccc2)cc1
→ 4 | 2.3 | -15 | -3 | 3 | -7.7 | -0.4 | -2 | -7
CC1CCOC2(O1)C(=O)Nc1ccccc12 (stereo unspecified)
→ 2 | -5.2 | 3 | 0 | 2 | -3.3 | . | -8 | -5
CCOc1cc2c(cc1/C=C(/C#N)c1ccc(C(=O)O)cc1)OCO2
→ 8 | -1.6 | -1 | -4 | -1 | -3.2 | . | 2 | 4
COc1ccc(S(=O)(=O)NC2CC3CCC2C3)cc1Br (stereo unspecified)
→ 6 | 0.2 | 0 | 1 | 8 | -3.9 | 2.0 | 3 | ?
CC(C)(C)c1ccc(C(=O)NC(=S)N2CCCCCC2)cc1
→ 8 | 1.1 | -2 | 0 | 11 | -0.8 | 0.9 | -7 | 3
COc1ccc(S(=O)(=O)N(C)CC(=O)NCCN2CCOCC2)cc1Cl
→ 5 | 0.3 | -16 | 3 | -1 | 0.4 | -0.7 | -6 | 7
C#CCSc1nc(C)cc(C(=O)OCC)c1C#N
→ 4 | -1.8 | 0 | 3 | -5 | -1.4 | . | 0 | 6

Already shown: entries from further up.
Order of values – MazEF act | UGM FP inh | Rv3671c protease | Mtb FBA inh | PrPC surface inh | FadD28 binding | BioA inh | GDH-TPI counter | BoNT F protease
CC1CCOC2(O1)C(=O)Nc1ccccc12 (stereo unspecified)
→ 2 | -5.2 | 3 | 0 | 2 | -3.3 | . | -8 | -5
CCOc1cc2c(cc1/C=C(/C#N)c1ccc(C(=O)O)cc1)OCO2
→ 8 | -1.6 | -1 | -4 | -1 | -3.2 | . | 2 | 4
COc1ccc(S(=O)(=O)NC2CC3CCC2C3)cc1Br (stereo unspecified)
→ 6 | 0.2 | 0 | 1 | 8 | -3.9 | 2.0 | 3 | ?
CC(C)(C)c1ccc(C(=O)NC(=S)N2CCCCCC2)cc1
→ 8 | 1.1 | -2 | 0 | 11 | -0.8 | 0.9 | -7 | 3
COc1ccc(S(=O)(=O)N(C)CC(=O)NCCN2CCOCC2)cc1Cl
→ 5 | 0.3 | -16 | 3 | -1 | 0.4 | -0.7 | -6 | 7
C#CCSc1nc(C)cc(C(=O)OCC)c1C#N
→ 4 | -1.8 | 0 | 3 | -5 | -1.4 | . | 0 | 6

The listing continues:
Order of values – MazEF act | UGM FP inh | Rv3671c protease | Mtb FBA inh | PrPC surface inh | FadD28 binding | BioA inh | GDH-TPI counter | BoNT F protease
COC(=O)C1=C(c2cccc(OC)c2OC)C[C@@H]2CC[C@H]1N2C(=O)N1CCCCC1
→ 5 | -1.2 | -4 | 5 | 11 | -0.6 | -1.9 | 1 | -4
CCOC(=O)Nc1ccc2c(c1)C(=NNC(N)=S)c1ccccc1-2
→ -3 | . | . | 0 | -29 | -4.7 | . | 26 | 3
COc1ccc(-n2c(CCc3ccccc3)nnc2SCC(=O)c2ccc(Cl)cc2)cc1
→ -3 | 1.0 | -8 | -1 | 2 | -3.3 | . | -2 | -6
CC(=O)c1ccc(OCC(O)CN2CCN(CCN3C(=O)c4cccc5cccc(c45)C3=O)CC2)cc1 (stereo unspecified)
→ 8 | 1.2 | -5 | -1 | -21 | -1.2 | . | 16 | -3
O=C(CCSCCC(=O)NCC1CCCO1)NCC1CCCO1 (stereo unspecified)
→ 3 | -2.0 | 1 | -2 | -6 | -3.8 | . | -7 | 19
CC1CCN(c2nc3c(c(=O)[nH]c(=O)n3C)n2Cc2ccccc2)CC1
→ 5 | 1.2 | -4 | 1 | -1 | -0.2 | 1.1 | 3 | -7
CC1=C(C(=O)N(C)C)CC(CC(=O)NCC2CCCCC2)C(=O)N1Cc1ccc(C(C)(C)C)cc1 (stereo unspecified)
→ 7 | . | . | 1 | 11 | -1.0 | -0.7 | 4 | -2
CC(C)S(=O)(=O)c1csc(NC(=O)Nc2cc(Cl)ccc2Cl)c1Cl
→ 33 | 1.1 | -35 | -1 | -3 | -6.6 | . | -6 | -8

Just BioA inh and Mtb FBA inh (four entries from above):
Molecule,BioA inh,Mtb FBA inh
CCOc1cc2c(cc1/C=C(/C#N)c1ccc(C(=O)O)cc1)OCO2,.,-4
COc1ccc(S(=O)(=O)NC2CC3CCC2C3)cc1Br (stereo unspecified),2.0,1
COc1ccc2nc(Nc3sc4c(c3C(N)=O)CCCC4)sc2c1,.,0
CCCNC(=O)C1(C)CCN(Cc2ccc(C(=O)OCC)cc2)C1 (stereo unspecified),-1.1,-1

High-throughput results: PubChem BioAssay, several laboratories
